Screening data from PubChem BioAssay.
V-ATPase pH – alters yeast V-ATPase proton transport; S. cerevisiae, pHLuorin cytosolic pH fluorescence; response, % at 10 µM; hit rate 0.37% among 350,000; AID 504577; in the data active means response mostly above about 7.3%, no sharp cut-off; inactive means mostly below about 5.4%; further: actives read high; inactives centre near 0; some compounds called inactive have numbers as strong as hits
C-LANA FP – inhibitors of KSHV LANA C-terminal domain DNA binding | hit rate 0.078% among 340,000 | inhibition, % at 9 µM | MBP-C-LANA/FAM-LBS DNA binding, fluorescence polarization;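 active means highest replicate inhibition at or above 60% at 9 µM, even if other replicates fall short; inactive means all replicates below 60% inhibition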;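 further: 0% = neutral control wells and 100% = 4 µM acridine orange control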
CAL PDZ FP-1 – blocks peptide binding to human CAL PDZ domain. purified CAL PDZ, TMR-peptide fluorescence polarization, 1 h. inhibition, % at 20 µM. hit rate 0.02% among 330,000. AID 504414;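 active means highest replicate inhibition of at least 40%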;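 further: plate controls were DMSO neutral control wells for no effect and unlabeled competitor peptide control wells for full effect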
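Material – purified CerCALP PDZ construct · Detection – FP readout, S and P plane fluorescence · Measure – percent inhibition from loss of millipolarization · Controls – unlabelled peptide for full inhibition, DMSO wells as neutral · Probe or stimulus – TMR-labelled reporter peptide T*-PRC34 bound in PDZ groove · Times – 1 h at RT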
CAL PDZ FP-2 – blocks peptide binding to the human CAL PDZ domain. purified CAL PDZ, TMR-peptide fluorescence polarization, 1 h. inhibition, % at 24.9 µM. hit rate 0.92% among 300,000. AID 602252;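 active means mean inhibition of at least 30% with at least half of replicates also reaching 30%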;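 further: 0% = DMSO neutral control and 100% = excess unlabeled competitor peptide PRC23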
Keap1-Nrf2 PPI – disrupts human Keap1 binding to Nrf2 peptide; Q14145; Keap1 Kelch-Nrf2 peptide fluorescence polarization, 1536-well; inhibition, % at 9.4 µM; hit rate 0.15% among 340,000; AID 504523; in the data active means inhibition above about 12%;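 further: human Keap1 Kelch domain with fluorescein labeled Nrf2 9mer peptide probe; 0% = neutral control wells and 100% = peptide positive control; higher means more block of Keap1 binding to Nrf2 peptide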
DSG3 Ab inh – human desmoglein-3 autoantibody binding inhibition; hit rate 0.48% among 310,000; binding (percent of control), % at 10 µM; AID 588358; DSG3-coupled beads, scFv-anti-DSG3-GFP binding, flow cytometry; hits give low values; P32926;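 active means binding more than 3 SD below its plate's average and above zero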;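 further: hits lower antibody fragment binding to DSG3; some compounds called inactive have numbers as strong as hits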
NSD2 inh – NSD2 (human) methyltransferase inhibition; O96028; NSD2 peptide methylation, AlphaScreen, 120 min; inhibition, % at 12.5 µM; hit rate 0.54% among 310,000; AID 743445; in the data active means inhibition above about 50%
Arr AP2 block – inhibitors of human beta-arrestin and AP2 interaction. hit rate 0.31% among 340,000. FITC-arrestin peptide / GST-AP2 beads, flow cytometry; AP2 beta2 appendage carries R879A mutation. inhibition, % at 10 µM. AID 504490;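 active means inhibition above a set limit, near 3 SD of compounds lacking own fluorescence, cut at about 54% in these data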;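 further: plate controls were DMSO wells for no effect and 5 µM unlabelled arrestin peptide for full effect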
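test system = AP2 appendage R879A on GSH beads | buffer or medium = PBS plus Tween 20 (0.05%) and BSA (0.1%) | incubation = 12 min plus 1 h, RT | detection = bead flow cytometry, FITC channel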
DAGLB inhibitor – blocks human DAGLB lipase activity | inhibition, % at 5.17 µM | hit rate 0.059% among 340,000 | HEK293T DAGLB membrane lysate, EnzChek fluorogenic substrate | Q8NCG7; in the data active means inhibition above about 34%;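 further: 0% = enzyme with vehicle and 100% = wells lacking enzyme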
Target sequence (Q8NCG7 whole entry, looked up): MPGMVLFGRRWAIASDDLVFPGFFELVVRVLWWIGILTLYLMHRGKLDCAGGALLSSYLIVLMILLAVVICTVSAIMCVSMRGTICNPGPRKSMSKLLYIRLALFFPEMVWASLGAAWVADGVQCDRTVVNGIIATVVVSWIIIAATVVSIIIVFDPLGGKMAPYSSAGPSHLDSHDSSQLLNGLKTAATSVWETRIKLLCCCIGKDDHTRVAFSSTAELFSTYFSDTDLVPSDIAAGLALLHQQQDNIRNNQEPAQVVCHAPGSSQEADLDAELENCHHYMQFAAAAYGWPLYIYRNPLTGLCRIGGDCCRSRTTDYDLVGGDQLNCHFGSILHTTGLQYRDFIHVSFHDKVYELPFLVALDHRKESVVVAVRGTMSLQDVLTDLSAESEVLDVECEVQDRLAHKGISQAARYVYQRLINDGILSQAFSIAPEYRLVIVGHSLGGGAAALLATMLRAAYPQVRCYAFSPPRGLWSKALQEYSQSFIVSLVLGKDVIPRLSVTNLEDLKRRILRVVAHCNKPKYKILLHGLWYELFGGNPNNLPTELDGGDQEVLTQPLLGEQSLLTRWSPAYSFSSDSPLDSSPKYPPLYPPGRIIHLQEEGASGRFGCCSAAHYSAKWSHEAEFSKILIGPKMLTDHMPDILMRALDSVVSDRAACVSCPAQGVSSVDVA
Cardiac RTF inh – cardiac RTF calcium desensitization; P19429+P45379; IANBD-labeled cardiac RTF, Ca2+ fluorescence; inhibition, % at 7.15 µM; hit rate 0.12% among 340,000;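 active means inhibition above the mean inhibition of all tested compounds plus 3 SD, cut at about 17% in these data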;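 further: assay run at fixed EC70 calcium of 1.6 mM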
* = called active by the depositor; · = no result given. A portion of the library, so the mix of outcomes need not match the whole.

SMILES	V-ATPase pH	C-LANA FP	CAL PDZ FP-1	CAL PDZ FP-2	Keap1-Nrf2 PPI	DSG3 Ab inh	NSD2 inh	Arr AP2 block	DAGLB inhibitor	Cardiac RTF inh
COc1ccc(CCC(=O)NC2CCCN(Cc3ccc(Cl)cc3)C2)cc1OC (stereo not given)	5	0.0	-0.4	-1	-8	112	-1	-4	2	-12
COC(=O)c1ccc(N/C=C\C(=O)c2ccc3c(c2)OCO3)cc1	-1	0.6	-0.7	4	-2	99	17	14	1	5
Cc1cc(O)c(C(=O)/C=C/c2ccccc2O)c(=O)o1	3	-2.0	·	-7	-7	96	2	6	-1	-11
CC1(C)OC(=O)C(=CNc2cccc(O)c2)C(=O)O1	0	1.4	-2.4	-4	-1	82	24	6	-2	4
COC(=O)c1cc(S(=O)(=O)NCCc2sccc2C)c[nH]1	-7	-1.8	-2.9	-4	0	110	1	29	0	-1
CCN(Cc1ccccc1)S(=O)(=O)c1c[nH]c(C(=O)OC)c1	5	11	-1.1	·	10	108	·	2	-1	0
c1ccc(Cn2ncc3c(Nc4ccccc4)ncnc32)cc1	-1	-0.3	-1.9	·	0	104	-5	38	-5	1
C[C@H](NC(=O)N1CCn2c1nc1ccccc12)C(=O)NCc1ccccc1	-2	2.0	-2.3	-3	2	94	21	11	0	2
CCC(CC)c1nnc(NS(=O)(=O)Cc2ccccc2)s1	2	0.9	0.6	-5	1	100	-1	-1	-1	0
Cc1ccc(OCc2n[nH]c(=S)n2-c2ccccc2)cc1C	-1	0.6	-0.6	4	-3	103	0	-4	6	-7
COc1ccc(OCC(=O)Nc2cc(S(=O)(=O)N3CCCCC3)ccc2OC)cc1	-2	0.5	-1.7	-7	0	104	0	-11	0	-3
c1ccc2c(-c3[nH]ncc3CNCCCn3ncc4ccccc43)cccc2c1	2	-1.9	-0.8	-4	-5	115	-6	23	0	3
CSc1nc(N)n2nc(-c3ccccc3)cc2n1	2	-1.9	-3.1	3	-1	92	-2	10	·	·
CC(C)(C)c1ccc(C(=O)c2c[nH]c(C(=O)NCc3cccs3)c2)cc1	5	-0.8	-2.9	-1	-8	109	0	-1	1	3
CCN1CCCC1CNS(=O)(=O)c1cc(Br)cc2c1N(C(=O)C1CC1)CC2 (stereo not given)	-1	-0.2	·	2	-1	109	·	21	0	-9
CCN1C(=O)N[C@@H](c2cccc(F)c2)C(C(C)=O)=C1C	4	1.5	-0.1	10	2	105	·	6	-5	-6
CC1CCC/C(=C\c2ccc(O)cc2)C1=O (stereo not given)	1	1.9	0.6	-3	-4	97	-1	-2	-2	-1
N#Cc1ccccc1CSC1=NCCS1	3	0.5	-2.2	8	-4	86	0	8	-2	-2
O=C(c1ccc([N+](=O)[O-])s1)N1CCN(c2ccc(C(F)(F)F)cn2)CC1	-4	0.0	0.2	-2	1	97	4	16	-3	7
Cc1ncoc1C(=O)Nc1nccs1	-2	-0.7	0.1	·	-4	98	0	-13	0	-3
CCOC(=O)C1CN(S(=O)(=O)c2ccc(Cl)cc2)c2cc(S(=O)(=O)CC)ccc2O1 (stereo not given)	-1	-0.1	-0.7	-3	-3	100	1	3	·	·
COc1ccc(Br)cc1/C=N/N1CCN(Cc2ccccc2)CC1	0	-2.2	-0.4	·	-5	120	1	-15	-7	-5
COc1ccc(C(=O)NNC2=NS(=O)(=O)c3ccccc32)cc1OC	5	-2.2	-1.5	-5	-4	·	-2	3	1	-16
CCOc1ccc(NC(=O)CN(C)C(=O)CC(NC(=O)c2ccccc2)c2ccccc2)cc1OCC (stereo not given)	0	-0.2	-2.2	-2	0	102	-4	-10	-4	-6
COCCNC(=O)CCn1c(=O)oc2ccccc21	0	1.7	-0.1	-2	-2	106	-9	1	0	-24

(continued)
SMILES	V-ATPase pH	C-LANA FP	CAL PDZ FP-1	CAL PDZ FP-2	Keap1-Nrf2 PPI	DSG3 Ab inh	NSD2 inh	Arr AP2 block	DAGLB inhibitor	Cardiac RTF inh
O=C(NNC(=O)c1ccc(Cl)c(Cl)c1)c1ccncc1	4	·	·	·	·	111	3	-9	·	·
CC(C)CCN1C(=O)c2ccc(C(=O)Nc3ccc(O)cc3C(=O)O)cc2C1=O	3	-0.1	-1.1	-6	-5	97	4	-6	3	2
Cn1nc(C(=O)Nc2ccccc2)c2c1-c1ccccc1S(=O)(=O)C2	14*	-0.4	-1.7	4	5	103	-2	58*	-1	0
COC(=O)C1CCN(C(=O)COC(=O)c2ccc3[nH]c4c(c3c2)CCCC4)CC1	-1	-0.2	0.3	3	-5	99	6	-10	3	-1
O=S(=O)(Nc1ccncc1)c1cc(Cl)ccc1Cl	-4	-2.7	0.0	-8	5	108	-1	27	2	-4
O=C(COC(=O)/C=C/c1ccc(OC(F)F)cc1)Nc1ccc(S(=O)(=O)N2CCCC2)cc1	1	0.3	-1.0	-3	5	96	1	-3	-3	-2
CCn1c(SCC(=O)NCC2CCCO2)nc2c(c1=O)SCC2 (stereo not given)	0	3.0	-2.4	-1	1	106	1	-1	-1	-4
CCC(Oc1cc(Cl)ccc1Cl)C(=O)NN1C(=O)C2C3CCC(C3=C(C)C)C2C1=O (stereo not given)	1	0.9	-0.7	3	2	98	-2	-7	-8	-1
C[C@@]12C(=O)N(c3ccc(Br)cc3)C(=O)N1[C@@H]1c3ccccc3OC[C@@H]1[C@H]2c1ccccc1	3	-0.4	-0.1	-2	-3	108	·	3	-16	-101
O=C(NCCc1ccccc1)/C(=C/c1ccco1)c1ccccc1	3	-0.4	-0.4	-1	-8	103	2	7	-8	-3
O=C1c2cc(F)ccc2OC2(CCNCC2)C12CC(c1ccccc1)=NO2 (stereo not given)	-6	-1.1	-1.2	-2	-4	105	·	20	2	-2
O=C(NC1CCCCC1)C(c1ccncc1)N(Cc1ccccc1)C(=O)c1ccc(-c2ccccc2)[nH]1 (stereo not given)	2	-0.7	0.0	-2	-2	·	2	-2	2	-4
O=C(CCN1C(=O)c2ccc([N+](=O)[O-])cc2C1=O)Nc1ccc(O)cc1C(=O)O	-6	0.0	-1.2	-1	0	107	0	2	2	2
CCN(CC(=O)Nc1cc(Cl)ccc1C)C(=O)c1ccc2c(=O)n3c(nc2c1)CCC3	-1	0.5	-3.1	-6	-2	99	0	-2	0	-1
CCCCCCCCC1CC(C(=O)Nc2ccccc2)C(=O)O1 (stereo not given)	1	0.1	-0.4	-1	2	119	-2	5	-10	-11
O=C(NCc1ccc(F)cc1)C1CCCN(S(=O)(=O)c2cccc3nsnc23)C1 (stereo not given)	-2	-0.6	0.1	2	1	108	1	15	1	0
CCN(CC)C(=O)COc1coc(CN2CCN(c3cccc(Cl)c3)CC2)cc1=O	2	-1.6	-0.2	2	0	85	-3	-8	3	-4
Cc1nc(Cc2nnc(SCC(=O)N3CCN(c4ccc(F)cc4)CC3)o2)cs1	-2	2.1	-0.2	-5	0	96	0	-4	1	-1
O=[N+]([O-])c1ccc(C[n+]2cc(-c3ccc(Cl)c(Cl)c3)n3c2CCCCC3)cc1	-1	0.2	-0.2	2	-2	116	2	-2	1	-8
COC(=O)c1ccccc1NC(=O)CSc1n[nH]c(CC(C)C)n1	1	1.0	-0.8	-4	-2	·	1	-10	-2	-5
CC(C)n1nc(C(=O)NNC(=O)c2ccncc2)c2ccccc2c1=O	-6	1.6	-2.0	-1	-4	104	0	2	1	-15
CCN1C(=NCc2ccccc2)N[C@@H](c2ccccc2)[C@H](C(=O)OC)[C@H]1C	2	0.3	-1.0	-3	-6	105	·	-22	5	-4
CCOC(=O)N/N=C/c1c(C)nn(-c2ccccc2Cl)c1Cl	3	-0.4	-4.6	-5	0	·	0	8	3	-4
COc1ccc(NCC(=O)Nc2ccccc2C#N)cc1Cl	1	-0.3	-0.1	·	-2	101	2	5	0	0
CC(C)N(C(C)C)S(=O)(=O)c1ccc(Cl)nc1	0	3.1	-2.2	-1	-3	100	-5	-6	-1	-2

Only Keap1-Nrf2 PPI (two entries from above):
Molecule | Keap1-Nrf2 PPI
O=C(COC(=O)/C=C/c1ccc(OC(F)F)cc1)Nc1ccc(S(=O)(=O)N2CCCC2)cc1 | 5
CCn1c(SCC(=O)NCC2CCCO2)nc2c(c1=O)SCC2 (stereo not given) | 1

Some of the entries above in a different format.
> O=C(NC1CCCCC1)C(c1ccncc1)N(Cc1ccccc1)C(=O)c1ccc(-c2ccccc2)[nH]1 (stereo not given)
  V-ATPase pH: 2; C-LANA FP: -0.7; CAL PDZ FP-1: 0.0; CAL PDZ FP-2: -2; Keap1-Nrf2 PPI: -2; DSG3 Ab inh: ·; NSD2 inh: 2; Arr AP2 block: -2; DAGLB inhibitor: 2; Cardiac RTF inh: -4
> O=C(CCN1C(=O)c2ccc([N+](=O)[O-])cc2C1=O)Nc1ccc(O)cc1C(=O)O
  V-ATPase pH: -6; C-LANA FP: 0.0; CAL PDZ FP-1: -1.2; CAL PDZ FP-2: -1; Keap1-Nrf2 PPI: 0; DSG3 Ab inh: 107; NSD2 inh: 0; Arr AP2 block: 2; DAGLB inhibitor: 2; Cardiac RTF inh: 2
> CCN(CC(=O)Nc1cc(Cl)ccc1C)C(=O)c1ccc2c(=O)n3c(nc2c1)CCC3
  V-ATPase pH: -1; C-LANA FP: 0.5; CAL PDZ FP-1: -3.1; CAL PDZ FP-2: -6; Keap1-Nrf2 PPI: -2; DSG3 Ab inh: 99; NSD2 inh: 0; Arr AP2 block: -2; DAGLB inhibitor: 0; Cardiac RTF inh: -1
> CCCCCCCCC1CC(C(=O)Nc2ccccc2)C(=O)O1 (stereo not given)
  V-ATPase pH: 1; C-LANA FP: 0.1; CAL PDZ FP-1: -0.4; CAL PDZ FP-2: -1; Keap1-Nrf2 PPI: 2; DSG3 Ab inh: 119; NSD2 inh: -2; Arr AP2 block: 5; DAGLB inhibitor: -10; Cardiac RTF inh: -11

Next structures
SMILES	V-ATPase pH	C-LANA FP	CAL PDZ FP-1	CAL PDZ FP-2	Keap1-Nrf2 PPI	DSG3 Ab inh	NSD2 inh	Arr AP2 block	DAGLB inhibitor	Cardiac RTF inh
Cc1ccc(Nc2nc(C)cc(C)c2C(N)=O)cc1	2	-0.7	-0.2	-2	-2	105	-2	3	-1	-7
Cc1cccc(C(=O)N/N=C/c2cc(Br)c(Br)o2)c1	2	0.2	-4.0	6	2	104	1	-1	-12	-5
CSc1nnnn1CCn1nnnc1SC	6	0.3	·	-3	-3	97	·	9	2	3
O=C(NCCCNC(=O)c1ccc(F)cc1)c1ccc(F)cc1	4	-2.0	0.7	6	0	94	-5	5	-1	4
CCC(C)NC(=O)CC(NS(=O)(=O)c1ccc(NC(C)=O)cc1)C(C)C (stereo not given)	0	2.6	-1.9	2	1	100	·	-9	0	-1
COC(=O)c1nc(NC(=O)c2ccc(C(C)(C)C)cc2)n[nH]1	1	1.3	0.0	7	-3	100	-1	4	-3	-22
